# From PubChem BioAssay
# bovine MsrA act = activators of bovine methionine sulfoxide reductase A; purified bovine MsrA, absorbance read-out; activation, % at 10.6 µM; 360,000 tested, 0.3% active; AID 602163; in the data active = activation above about 7.5%;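 note: 0% = vehicle and 100% = reference activator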
# Neddylation inh = cullin neddylation inhibition | TR-FRET cullin neddylation, biochemical | 360,000 tested, 0.58% active | calls only at 25 µM; in the data active = inhibition above about 36%
# Rin1-Abl PPI inh = human Rin1-Abl interaction inhibition; 360,000 tested, 0.4% active; inhibition, % at 7.35 µM; P00519+Q13671; TR-FRET Rin1/Abl binding, biochemical; in the data active = inhibition above about 5%, passing the limit was not always enough
# FAS TE block = FAS thioesterase (human) inhibition; AID 602261; 360,000 tested, 0.67% active; recombinant FAS-TE, OMFH fluorogenic substrate, fluorescence endpoint; inhibition, % at 15 µM;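 active = compounds whose normalised, plate-corrected inhibition of enzyme fluorescence in the single-dose primary screen is 50% or more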;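 note: 0% = DMSO with enzyme and 100% = substrate without enzyme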
# Target sequence (P49327 whole entry, looked up): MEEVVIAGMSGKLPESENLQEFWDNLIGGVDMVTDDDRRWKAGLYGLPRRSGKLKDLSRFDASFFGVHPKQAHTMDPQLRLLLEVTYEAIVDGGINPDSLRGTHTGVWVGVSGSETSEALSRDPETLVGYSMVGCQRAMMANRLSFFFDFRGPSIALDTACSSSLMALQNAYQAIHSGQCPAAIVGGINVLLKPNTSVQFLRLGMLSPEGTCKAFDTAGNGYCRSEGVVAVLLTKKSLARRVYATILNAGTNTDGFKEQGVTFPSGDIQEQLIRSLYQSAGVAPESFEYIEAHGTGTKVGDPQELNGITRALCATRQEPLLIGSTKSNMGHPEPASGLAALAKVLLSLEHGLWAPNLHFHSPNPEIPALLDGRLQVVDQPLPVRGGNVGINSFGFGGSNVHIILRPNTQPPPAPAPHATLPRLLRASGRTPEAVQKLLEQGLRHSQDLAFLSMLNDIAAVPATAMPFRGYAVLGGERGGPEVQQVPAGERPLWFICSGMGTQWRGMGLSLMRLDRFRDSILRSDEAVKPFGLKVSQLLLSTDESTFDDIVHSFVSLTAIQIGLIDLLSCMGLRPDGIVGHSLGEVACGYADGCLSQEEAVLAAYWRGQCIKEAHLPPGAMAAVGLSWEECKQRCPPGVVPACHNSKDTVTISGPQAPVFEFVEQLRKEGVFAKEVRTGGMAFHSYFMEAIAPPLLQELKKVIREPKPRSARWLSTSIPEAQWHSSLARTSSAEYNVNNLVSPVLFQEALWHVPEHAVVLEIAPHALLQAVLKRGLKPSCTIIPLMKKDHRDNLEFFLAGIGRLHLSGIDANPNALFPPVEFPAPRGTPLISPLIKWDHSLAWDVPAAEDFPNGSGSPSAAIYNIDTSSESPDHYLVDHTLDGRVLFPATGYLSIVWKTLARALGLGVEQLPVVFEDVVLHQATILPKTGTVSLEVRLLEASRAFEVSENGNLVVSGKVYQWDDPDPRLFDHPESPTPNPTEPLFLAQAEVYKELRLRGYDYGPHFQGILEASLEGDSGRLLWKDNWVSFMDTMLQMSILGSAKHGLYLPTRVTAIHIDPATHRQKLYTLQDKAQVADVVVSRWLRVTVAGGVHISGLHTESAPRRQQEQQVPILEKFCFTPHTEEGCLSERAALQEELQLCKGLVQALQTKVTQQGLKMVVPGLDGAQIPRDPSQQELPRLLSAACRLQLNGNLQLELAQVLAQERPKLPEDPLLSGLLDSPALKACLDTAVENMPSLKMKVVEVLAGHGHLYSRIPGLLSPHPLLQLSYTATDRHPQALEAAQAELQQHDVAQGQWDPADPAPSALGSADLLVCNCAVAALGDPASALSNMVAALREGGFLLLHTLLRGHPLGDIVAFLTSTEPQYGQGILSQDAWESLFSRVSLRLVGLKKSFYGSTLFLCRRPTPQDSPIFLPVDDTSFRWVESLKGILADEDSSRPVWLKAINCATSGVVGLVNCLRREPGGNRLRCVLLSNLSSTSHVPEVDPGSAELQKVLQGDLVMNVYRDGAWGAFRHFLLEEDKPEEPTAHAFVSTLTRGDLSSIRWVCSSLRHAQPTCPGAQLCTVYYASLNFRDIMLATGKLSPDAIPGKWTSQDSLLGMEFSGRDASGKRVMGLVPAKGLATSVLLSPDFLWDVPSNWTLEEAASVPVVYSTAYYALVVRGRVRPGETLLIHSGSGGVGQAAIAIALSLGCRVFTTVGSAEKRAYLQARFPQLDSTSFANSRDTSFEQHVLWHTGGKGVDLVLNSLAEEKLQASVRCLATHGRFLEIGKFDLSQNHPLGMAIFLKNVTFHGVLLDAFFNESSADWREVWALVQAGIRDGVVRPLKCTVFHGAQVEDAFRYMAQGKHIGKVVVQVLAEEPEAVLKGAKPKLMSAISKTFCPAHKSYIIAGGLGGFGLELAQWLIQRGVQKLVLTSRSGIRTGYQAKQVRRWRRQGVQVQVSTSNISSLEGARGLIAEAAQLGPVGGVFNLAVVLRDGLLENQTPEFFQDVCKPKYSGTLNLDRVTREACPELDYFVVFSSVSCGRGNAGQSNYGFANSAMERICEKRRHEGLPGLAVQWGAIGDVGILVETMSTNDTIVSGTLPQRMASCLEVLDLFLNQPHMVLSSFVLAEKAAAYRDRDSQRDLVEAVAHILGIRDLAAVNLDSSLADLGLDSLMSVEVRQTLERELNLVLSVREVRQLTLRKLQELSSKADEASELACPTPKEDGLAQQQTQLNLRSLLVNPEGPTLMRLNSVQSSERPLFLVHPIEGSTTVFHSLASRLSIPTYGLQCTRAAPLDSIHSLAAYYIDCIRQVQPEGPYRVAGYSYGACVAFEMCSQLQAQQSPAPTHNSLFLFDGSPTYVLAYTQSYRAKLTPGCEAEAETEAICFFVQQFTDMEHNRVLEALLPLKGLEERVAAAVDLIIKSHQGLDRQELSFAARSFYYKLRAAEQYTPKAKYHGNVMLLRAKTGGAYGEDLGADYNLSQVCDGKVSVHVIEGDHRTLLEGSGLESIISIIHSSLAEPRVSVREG
# CendR NRP1 mod = alters CendR peptide binding to human NRP-1 | O14786 | FAM-RPARPAR peptide binding to NRP-1, fluorescence polarization | inhibition, % at 25 µM | 360,000 tested, 0.85% active | AID 602438;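 active = inhibition or corrected inhibition above about 18%, plus a signal ratio from 0.5 to 1.5, limit read from the data, passing the limit was not always enough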; note: strong numbers were not always called active
# SKN-1 block = C. elegans SKN-1 inhibition; C. elegans VP596 Pgst-4::GFP/RFP ratio, acrylamide-induced, 24 h; inhibition, % at 21.8 µM; 360,000 tested, 0.49% active; AID 624304;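 active = interference check ratio from 0.5 to 1.5 plus GFP to RFP signal ratio inhibition reaching or exceeding a fixed threshold, cut at about 30% in these data, passing the limit was not always enough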; note: some compounds called inactive have numbers as strong as hits
# E coli Lon inh = inhibits E. coli Lon protease; purified E. coli Lon protease, fluorescence polarization; inhibition, % at 7.94 µM; 360,000 tested, 0.42% active; P0A9M0; AID 602123; in the data active = inhibition above about 13%, passing the limit was not always enough;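 note: 0% = enzyme with probe and DMSO and 100% = no enzyme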
# MLLE-PAM2 inh = blocks PAM2 peptide binding to the PABP1 MLLE domain; AID 588489; 360,000 tested, 0.36% active; GST-MLLE / FITC-PAM2 fluorescence polarization; P11940; inhibition, % at 20 µM; in the data active = inhibition above about 35%, passing the limit was not always enough;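 note: plate controls were DMSO wells with GST-MLLE for no effect and wells lacking GST-MLLE protein for full effect; some results filed as inactive read as strong as hits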
# MT1-MMP act inh = inhibitors of human MT1-MMP activation; P50281; HT1080 RFP-PRO-GFP cells, GFP/RFP ratio fluorescence, overnight; percent of plate control window, DMSO zero; GFP/RFP ratio change, % at 20 µM; 360,000 tested, 0.061% active; AID 651647;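 active = GFP/RFP ratio change of at least 30% with cell ATP level not reduced by more than half and red fluorescence within 50% of control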; note: strong numbers were not always called active
#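 Assay system: RFP-PRO-GFP reporter HT1080 cells; read-out basis: GFP/RFP fluorescence ratio; benchmarks: DMSO wells and RFP-L50D-GFP cells; doses: 20 µM single dose, 1% DMSO; schedule: overnight cell settling, then overnight compound exposure, 37 °C, 5% CO2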
# Active calls of the source: *; i = inactive; nt = no result given; & = joins results of further samples; ! = not active in a repeat.
SMILES,bovine MsrA act,Neddylation inh,Rin1-Abl PPI inh,FAS TE block,CendR NRP1 mod,SKN-1 block,E coli Lon inh,MLLE-PAM2 inh,MT1-MMP act inh
CCCCSc1nnc2c(n1)OC=Nc1ccccc1-2,-3.9,i,-0.5,15.0,18.6,-8.8,-1.6,17.5,-0.8
CCOC(=O)c1sc(NC(=O)c2cc3n(n2)C(C(F)(F)F)CC(c2ccccc2)N3)c(C(=O)OCC)c1C (configuration not stated),-7.5,i,4.7,-7.2,2.0,-6.3,-8.6,0.1,1.6
N#Cc1ccc(N2Cc3ccccc3C2=NC(=O)c2cccs2)cc1,-5.0,i,3.0,16.6,6.0,26.7,-6.0,-4.4,-8.2
NS(=O)(=O)c1ccc(CCNC(=O)CNC(=O)Cc2ccccc2)cc1,0.3,i,1.5,-6.5,-4.3,4.7,-0.2,-2.1,2.0
O=S(=O)(Nc1nc2ccccc2nc1OCC(F)(F)F)c1cccs1,-1.8,i,-5.1,-3.7,0.2,-1.9,-3.3,3.6,-0.6
COc1ccccc1/C=N/NC(=O)CNC(=O)c1ccc(S(=O)(=O)N2CCCC2)cc1,-2.8,i,-0.6,-9.5,-1.9,-2.0,-3.2,6.8,0.3
COc1ccc(-c2nn(C)c3sc(C(=O)NCCN(C)C)cc23)cc1OC,-5.4,i,0.7,-2.9,-2.8,0.4,9.5,-6.6,10.5
Cc1csc(NC(=S)NC(=O)c2ccccc2)n1,-2.0,i,3.8,2.8,10.0,3.9,1.6,32.4,1.3
COc1cccc2cc(C(=O)CS(=O)(=O)c3ccc(C(C)(C)C)cc3)c(=O)oc12,-4.2,i,0.2,-7.6,-18.1,-4.3,-10.8,-3.2,-1.3
CC(C)c1ccc(OCCCCCN2CCOCC2)cc1,-1.8,i,-0.6,-9.9,4.8,5.0,2.0,-7.9,-0.3
OCCCNc1nc(-c2ccc(Cl)cc2)nc2ccccc12,-1.7,i,-1.4,10.1,10.1,28.5,8.9,-13.0,2.0
O=C(NNC(=O)C1CC=CCC1)c1ccccc1O (configuration not stated),-1.4,i,-2.6,-3.9,-2.2,-9.5,-8.7,4.9,6.0
COc1cccc2c1C(=O)C=C(C)C2=O,4.0,i,-0.9,-6.2,-5.7,12.8,1.4,16.2,-95.0
CCCNC(=S)N1CCN(c2nc(-c3ccc(C)cc3)cs2)CC1,-2.1,i,-2.0,21.1,-6.8,-12.7,-3.8,-80.9,-3.5
O=S(=O)(Nc1ccc(Br)cn1)c1ccc2ccccc2c1,-2.5,i,2.2,3.3,0.4,5.0,2.8,-4.5,-1.8
CC(C)COc1ccc(CN=C(N)N=C(N)N)cc1Cl,-3.3,i,-0.3,-5.1,-4.0,16.0,-5.3,-7.2,-15.0
COc1ccc(C(=O)Cn2cc[n+](C)c2)cc1,-10.0,i,-2.0,-0.7,-8.2,1.1,3.1,5.8,-2.2
O=C(Nc1ccccc1C(F)(F)F)N1CCC(n2c(=O)[nH]c3ccccc32)CC1,0.3,i,-0.5,-4.0,8.3,-7.2,5.7,-2.3,-3.7
O=C(CCc1nnc(C2(c3ccc(Cl)cc3)CCC2)o1)NC1CC1,-3.1,i,1.8,-1.5,-1.4,5.6,7.1,-8.8,-0.1
c1cc(C2OCCN2CC2COC3(CCCC3)O2)ccn1 (configuration not stated),1.7,i,-1.5,-7.4,-5.3,1.9,9.1,1.5,-1.7
COc1cc(SC)ccc1C(=O)NC1CCCCC1,-1.4,i,0.3,-1.8,9.9,11.9,-2.7,8.4,3.6
CCCCN1CCCCC1(C)C(=O)NCc1cccs1 (configuration not stated),-1.5,i,-3.0,-3.3,-8.4,-8.4,-14.9,-2.9,0.7
COc1ccc(CCC(C)N2CCC(CO)(Cc3ccccc3)CC2)cc1 (configuration not stated),-0.4,i,-1.8,0.1,6.9,19.6,-2.0,-0.2,2.3
O=[N+]([O-])c1cc(C(F)(F)F)cc([N+](=O)[O-])c1N1CCN(S(=O)(=O)c2ccccc2)CC1,-2.0,i,-4.8,19.2,3.4,-5.6,0.7,-7.3,-7.4

# A run of entries from further up:
SMILES,bovine MsrA act,Neddylation inh,Rin1-Abl PPI inh,FAS TE block,CendR NRP1 mod,SKN-1 block,E coli Lon inh,MLLE-PAM2 inh,MT1-MMP act inh
c1cc(C2OCCN2CC2COC3(CCCC3)O2)ccn1 (configuration not stated),1.7,i,-1.5,-7.4,-5.3,1.9,9.1,1.5,-1.7
COc1cc(SC)ccc1C(=O)NC1CCCCC1,-1.4,i,0.3,-1.8,9.9,11.9,-2.7,8.4,3.6
CCCCN1CCCCC1(C)C(=O)NCc1cccs1 (configuration not stated),-1.5,i,-3.0,-3.3,-8.4,-8.4,-14.9,-2.9,0.7
COc1ccc(CCC(C)N2CCC(CO)(Cc3ccccc3)CC2)cc1 (configuration not stated),-0.4,i,-1.8,0.1,6.9,19.6,-2.0,-0.2,2.3
O=[N+]([O-])c1cc(C(F)(F)F)cc([N+](=O)[O-])c1N1CCN(S(=O)(=O)c2ccccc2)CC1,-2.0,i,-4.8,19.2,3.4,-5.6,0.7,-7.3,-7.4

# (listing goes on)
SMILES,bovine MsrA act,Neddylation inh,Rin1-Abl PPI inh,FAS TE block,CendR NRP1 mod,SKN-1 block,E coli Lon inh,MLLE-PAM2 inh,MT1-MMP act inh
COc1cccc(C(=O)NCC(=O)N/N=C(\C)Cc2ccccc2)c1,-2.0,i,-1.3,-9.8,3.7,11.2,-8.3,-14.9,2.5
Cc1cc(C)cc(Cn2c3ccc(NC(=O)NCCc4cccs4)cc3c(=O)n2C)c1,-1.2,nt,0.7,3.3,-14.8,-5.8,5.1,5.7,-2.6
CC(C)[C@@H](C(=O)OCC(=O)Nc1ccc2c(c1)OCO2)N1C(=O)c2ccccc2C1=O,-3.5,i,-2.8,12.9,15.7,-4.2,-3.6,0.6,-5.8
O=C(CN1C(=O)/C(=C\c2ccccc2F)SC1=S)Nc1nc2ccccc2s1,-3.6,i,-1.7,38.6,-7.2,9.3,-2.3,33.0,0.0
COc1ccc([N+](=O)[O-])cc1NC(=O)CCN1CCOCC1,2.2,i,1.2,9.9,3.0,2.9,0.1,-2.5,0.1
COc1cccc(NC(=O)C(NCC(C)(C)CN(C)C)c2ccccc2)c1 (configuration not stated),-9.7,i,-1.7,-10.1,6.7,-10.1,-4.4,1.4,-2.0
CC1=NN(c2ccc([N+](=O)[O-])cc2)C(=O)/C1=C\N(C)C,-3.4,i,-0.6,-2.9,-5.4,-2.0,2.1,20.0,3.9
C[C@@H]1O[C@@H](Oc2c(-c3ccc(O)c(O)c3)oc3cc(O)cc(O)c3c2=O)[C@H](O)[C@H](O)[C@H]1O,-5.3&-10.2,i,18.1*!,-1.6&-9.9,-23.7&-36.6,-0.6&-19.8,0.7&2.1,0.9&-0.5,6.5&-0.2
NC(=O)c1cc(S(=O)(=O)NCc2ccc(F)cc2)cs1,-4.6,i,0.6,-2.6,8.5,-1.2,-7.1,-2.8,-2.5
COCC(C)NCc1cccc(OC)c1OC (configuration not stated),1.5,i,-0.1,1.2,10.8,0.4,3.6,4.1,-3.4
O=C(CN1CCN(S(=O)(=O)N2CCCCC2)CC1)Nc1ccc(Br)cc1,-3.7,i,-1.2,5.7,-4.4,4.1,-3.4,8.9,-1.5
CCOC(=O)c1ccccc1NC(=O)COC(=O)CCC(=O)N1CCOCC1,-10.4,i,2.2,-5.1,6.6,12.3,2.4,15.2,8.5
CCS(=O)(=O)C1C(=O)N(C)C(S(=O)(=O)CC)C(=O)N1C (configuration not stated),-1.6,i,-0.1,-7.3,5.8,10.2,-6.8,24.2,-0.2
CC1CC(C)CN(S(=O)(=O)c2ccc3c(c2)oc(=O)n3CC(=O)NCCCOC(C)C)C1 (configuration not stated),-1.3,i,5.5,-3.6,-7.6,-3.2,3.2,-1.9,-0.9
C/C(N)=C(/C#N)C(=O)COC(=O)CNS(=O)(=O)c1ccc(F)c(F)c1F,-5.0,i,4.2,1.3,6.5,-3.6,3.5,-3.8,0.3
COc1ccc(NC(=O)c2cc(S(=O)(=O)NCC3COc4ccccc4O3)ccc2F)cc1 (configuration not stated),-1.6,i,-3.8,13.7,13.4,17.6,1.8,5.4,-0.7
COc1ccccc1C(=O)N1CCC(N2CCN(c3ccccc3)CC2)CC1,-3.2,i,-0.2,-6.3,6.5,5.3,-4.4,2.9,-0.7
COc1cccc(C(=O)Nc2ccc(S(=O)(=O)Nc3nccc(C)n3)cc2)c1,-4.0,i,1.9,-12.1,-5.0,6.2,-2.3,1.7,0.2
O=[N+]([O-])c1cccc(CN2CCN(S(=O)(=O)Cc3ccccc3)CC2)c1,-3.8,i,-2.1,5.0,12.1,7.8,0.6,13.3,2.5
Cc1ccc(NC(=O)/C=C/C(=O)O)c(NC(=O)c2ccccc2)c1,-2.6,i,1.6,-3.3,-0.2,1.8,2.6,-5.7,3.1
COc1cc(C(O)c2nc(-c3ccc(C)c(C)c3)cs2)ccc1F (configuration not stated),-0.3,i,2.5,17.5,11.8,-5.1,-2.1,-9.8,-3.5
Cc1csc(NC(=O)c2cc(-c3ccccc3)nc3ccccc23)n1,-12.6,i,-1.8,23.5,35.0*,15.2,3.8,11.8,-19.7
O=S(=O)(c1cccc2nonc12)N1CCCCCC1,-1.9,i,0.7,-1.2,-8.1,-11.5,-10.2,3.0,-1.3
COC(=O)CCN(C(=O)c1cccc([N+](=O)[O-])c1)c1ccccn1,-9.9,i,1.0,-3.7,0.7,-9.7,13.8,-1.2,0.4
O=C(c1c(F)cccc1F)N1CCN(CCOc2ccccc2)CC1,-1.5,i,2.4,-4.3,-4.1,9.8,0.5,5.0,1.6
O=C(Cn1cnc2c(nnn2Cc2ccc(F)cc2)c1=O)N1CCCc2ccccc21,-1.3,i,-1.7,0.4,0.1,-1.5,1.7,-7.3,2.7
Cc1ccccc1-c1nc2ccccc2o1,-3.5,i,1.4,3.0,-10.6,0.8,0.9,3.6,0.7
Cc1onc(-c2c(F)cccc2Cl)c1C(=O)N1CCCc2ccccc21,6.3,i,1.5,2.2,-1.8,14.5,0.3,11.8,-1.3
CCCC(=O)N1CCN(c2ccc(NC(=O)c3ccc(Br)o3)cc2)CC1,-9.1,i,2.0,-6.6,-5.8,-17.2,-3.4,-5.7,3.3
COc1ccc(Cc2nnc(SC(C)C(=O)Nc3ccc(F)cc3Cl)o2)cc1 (configuration not stated),-2.0,i,-1.8,-2.2,12.8,-4.2,-3.7,-23.8,1.8
CCN1C(=O)C(CC(=O)NC)N(NC(=O)c2ccccc2)C1=S (configuration not stated),-3.2,i,-2.2,-8.5,4.9,-5.2,1.2,-1.5,3.0
CCOC(=O)COc1ccc(N)cc1CC(NC(C)=O)(C(=O)OCC)C(=O)OCC,-10.4,i,0.6,-5.2,-4.6,6.6,-0.4,-3.1,-9.0
O=C(CSc1nc2[nH]ncc2c(=O)[nH]1)NCc1ccccc1Cl,-1.1,i,-1.0,-11.0,-0.3,3.1,1.0,3.1,7.7
Oc1ccc(O)c(-c2cnns2)c1,-3.5,i,-1.7,-10.1,-12.3,-3.3,19.3,-11.7,-39.1
O=C(C1COc2ccccc2O1)N1CCN(c2nc3c(F)cc(F)cc3s2)CC1 (configuration not stated),-1.0,i,1.0,24.6,6.7,16.2,-9.2,-1.9,1.8
CC(=O)NC(c1cccc([N+](=O)[O-])c1)c1c(OC(C)=O)ccc2ccccc12 (configuration not stated),-4.4,i,-0.8,-3.1,12.3,-13.3,-0.7,-1.2,-11.6
COc1ccc(CN=C2NN=C(c3ccccc3)CS2)cc1,-2.0,i,-0.9,-10.9,-7.2,6.5,1.8,-21.8,-3.5
Cc1ccc(N2CC(C(=O)OCC(=O)C(C)(C)C)CC2=O)cc1C (configuration not stated),2.2,i,2.3,0.6,-1.9,-16.3,4.1,-5.7,-3.3
